Bioassay records deposited in PubChem by National Center for Advancing Translational Sciences (NCATS).
A549 viability – Nrf2 qHTS screen for inhibitors: counterscreen for cytotoxicity; A549 ARE-Fluc cells, CellTiter-Fluor viability, 18-24 h; Potency, µM (titrated, usually from 46 µM), for inactives: at the highest dose activity change, negative = cytotoxicity, most hits filed as inhibitors; 390,000 compounds, 0.16% hits; also: potency is read from the fitted curve at half-maximal effect; % is scaled to controls: 0 for no effect and ±100 for the full control effect
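A549 ARE-Fluc cells in 5% FBS OPTI-MEM, 5000 cells/well, rested 2 h then exposed to compounds in concentration-response for 18-24 h at 37 °C. Viability by CellTiter-Fluor fluorescence (Ex 405/Em 525) after 30 min; luciferase luminescence (BugLite, 15 min, RT) read afterwards.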
IL-2 act – qHTS of IL-2 Activators | activation, % (series mostly up to about 46 µM) | 360,000 compounds, 0.065% hits | IL-2 activation reporter assay, cell-based qHTS; stimulated with anti-CD3/CD4/CD28 beads; in transgenic mouse T cells | AID 652025, 2013; in the data active = activation above about 50%; inconclusive = mostly about 30% to 49%; also: 0% is about no effect
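Readout: EGFP and DsRed signals by fluorescent plate cytometry. Unstimulated transgenic mouse T cells received compound 60 min before antibody-bead stimulation, then incubated 18 h at 37 degrees C.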
ATXN2 expr inh – Primary qHTS for Inhibitors of ATXN expression; HEK-293 ATXN2-luciferase reporter, luminescence, 24 h; Potency, µM (top dose mostly 57 µM), for the others: at the highest dose activity change, negative = inhibition, hits mostly inhibitors; 360,000 compounds, 0.72% hits; also: potency is read from the fitted curve at half-maximal effect; % is scaled to controls: 0 for no effect and ±100 for the full control effect; nearly all actives have a fitted effect of over 55% in size
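qHTS (up to 57 uM final) was run with 24 h compound exposure of reporter cells at 37 °C. Each well was multiplexed: SteadyGlo luminescence measured ATXN2-luciferase expression after a fluorogenic Gly-Phe-AFC viability readout (25 uM final).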
EPAC2 agonist – qHTS for Agonist of cAMP-regulated guanine nucleotide exchange factor 4 (EPAC2): primary screen; Rap guanine nucleotide exchange factor 4 (Homo sapiens), Q8WZA2; 360,000 compounds, 0.079% hits; EPAC2 activation, biochemical qHTS; response scale: 100% = 6.5 mM cAMP response; Potency, µM (highest dose often 154 µM), for inactives: at the top dose activation, most hits filed as activators; AID 720711, 2013; also: potency is read from the fitted curve at half-maximal effect; nearly all actives have a fitted effect of over 50% in size
Target sequence (Q8WZA2 whole entry, looked up): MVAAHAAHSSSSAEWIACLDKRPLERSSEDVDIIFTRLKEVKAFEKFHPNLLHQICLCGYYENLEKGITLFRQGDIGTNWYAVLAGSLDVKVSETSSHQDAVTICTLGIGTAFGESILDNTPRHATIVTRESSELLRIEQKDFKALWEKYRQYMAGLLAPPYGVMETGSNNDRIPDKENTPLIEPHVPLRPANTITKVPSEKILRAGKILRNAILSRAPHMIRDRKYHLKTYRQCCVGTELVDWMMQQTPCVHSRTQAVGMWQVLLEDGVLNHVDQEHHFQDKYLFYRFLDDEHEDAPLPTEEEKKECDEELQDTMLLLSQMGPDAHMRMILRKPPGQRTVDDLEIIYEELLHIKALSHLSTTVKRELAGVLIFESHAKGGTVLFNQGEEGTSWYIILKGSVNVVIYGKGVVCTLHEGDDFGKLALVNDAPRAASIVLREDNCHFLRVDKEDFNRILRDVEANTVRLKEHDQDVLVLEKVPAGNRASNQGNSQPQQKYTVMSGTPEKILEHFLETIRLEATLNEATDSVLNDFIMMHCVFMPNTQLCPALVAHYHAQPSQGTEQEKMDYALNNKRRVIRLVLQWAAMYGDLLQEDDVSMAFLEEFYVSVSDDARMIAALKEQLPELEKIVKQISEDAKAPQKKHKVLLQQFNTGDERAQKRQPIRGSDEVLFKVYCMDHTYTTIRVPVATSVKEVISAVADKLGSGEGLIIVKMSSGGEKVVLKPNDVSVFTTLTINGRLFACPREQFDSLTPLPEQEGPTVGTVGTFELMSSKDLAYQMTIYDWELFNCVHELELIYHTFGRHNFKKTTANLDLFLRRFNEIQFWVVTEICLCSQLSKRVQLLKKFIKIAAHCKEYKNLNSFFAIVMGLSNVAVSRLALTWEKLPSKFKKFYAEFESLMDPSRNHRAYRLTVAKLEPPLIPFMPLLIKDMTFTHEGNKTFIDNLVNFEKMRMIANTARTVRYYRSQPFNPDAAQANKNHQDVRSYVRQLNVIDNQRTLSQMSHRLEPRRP
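Exchange assay: 100 nM EPAC2 with 250 nM Rap1B-BODIPY-GDP and 50 uM GDP. Fluorescence (ex 480/em 540 nm) read every 5 min for 30 min at room temperature. Data normalized to 6.5 mM cAMP as agonist control.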
Nrf2 block – Nrf2 qHTS screen for inhibitors; A549 ARE-Fluc reporter, luciferase luminescence, 18-24 h; Potency, µM (doses to about 46 µM), inactives show at the highest dose activity change, negative = inhibition, usual class: inhibitors; 360,000 compounds, 2.1% hits; AID 504444, 2011; also: potency is read from the fitted curve at half-maximal effect; % is scaled to controls: 0 for no effect and ±100 for the full control effect; nearly all actives have a fitted effect of over 60% in size
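Reporter: ARE-Fluc in A549. Exposure: 18-24 h, 37 °C, 5% CO2, 5% FBS OPTI-MEM. Readouts: fluorescent cytotoxicity (CellTiter-Fluor), then luminescent Nrf2 signal after BugLite.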
S2 tox – Viability Counterscreen for Primary qHTS for Inhibitors of ATXN expression; S2 cells (HEK-293 line with an ATXN2-luciferase reporter) viability, CellTiter-Fluor protease fluorescence, 24 h; Potency, µM (top dose mostly 56.7 µM), most hits filed as cytotoxic; 400,000 compounds, 0.49% hits; AID 651635, 2014; also: potency is read from the fitted curve at half-maximal effect; nearly all actives have a fitted effect of over 40% in size
Nrf2 ARE act – qHTS of Nrf2 Activators. AREc32 ARE-luciferase reporter (MCF7-derived line), luminescence, 24 h. Potency, µM (top dose mostly 46.1 µM), for the others: top-dose activation, actives largely listed as activators. 410,000 compounds, 0.31% hits; also: potency is read from the fitted curve at half-maximal effect; % of control where 0% means no effect; nearly all actives have a fitted effect of over 65% in size
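Quantitative high-throughput format: AREc32 reporter cells, 1000 per well, received compound by pin transfer and were incubated 24 hr at 37 deg C, 5% CO2, before Steady-Glo luminescence detection.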
HepG2 tox – qHTS for Inhibitors of TGF-b: Cytotox Counterscreen; HepG2 CAGA-GFP viability, ATP luminescence, 18 h; Potency, µM (titrated, usually from 46.1 µM), inactives show at the top dose activity change, negative = cytotoxicity, actives largely listed as cytotoxic; 410,000 compounds, 0.76% hits; also: potency is read from the fitted curve at half-maximal effect; some results filed as inactive show a strong effect at the top dose
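HepG2 CAGA-GFP cells (1000/well, DMEM with 1% FBS) received compound, then TGF-beta at 500 pg/mL final, and were incubated 18 hours at 37 degrees C. Viability was read by CellTiter-Glo luminescence. Media-only wells were set as complete cell-killing and DMSO as no toxicity.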
TGFb inhibitor – qHTS for Inhibitors of TGF-b; HepG2 CAGA-GFP TGF-b/SMAD3 reporter, GFP fluorescence, 18 h; TGF-beta stimulated, 500 pg/mL final; Potency, µM (top dose mostly 46.1 µM), for the others: top-dose activity, negative = inhibition, usual class: inhibitors; 410,000 compounds, 1.2% hits; also: potency is read from the fitted curve at half-maximal effect; % is scaled to controls: 0 for no effect and ±100 for the full control effect; nearly all actives have a fitted effect of over 65% in size
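Inhibition of TGF-beta-driven CAGA-GFP reporter expression in HEPG2 cells is measured by cellular GFP fluorescence after 18 h stimulation with 500 pg/mL recombinant TGF-beta in 1% FBS medium at 37 degrees C.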
* = called active by the depositor; i = inactive; ? = inconclusive; nt = no result given; [ ] = another dose, or the depositor's remark. Unless noted, calls follow the shape of the dose curve; as a rule, active = well fitted curve in the direction sought with a large enough effect; inconclusive = small, poorly fitted or top-dose-only effect, or another doubt; inactive = no such curve, though single readings can be large; an effect the other way counts as inactive or inconclusive.

SMILES | A549 viability | IL-2 act | ATXN2 expr inh | EPAC2 agonist | Nrf2 block | S2 tox | Nrf2 ARE act | HepG2 tox | TGFb inhibitor
COc1ccccc1C(=O)NC(=O)COC(=O)c1cnc(C)cn1 | 1% | -0.3 | -12% | -2% | 10% | i | -0.7% | -10% | 14%
O=C(NN1C(=O)c2ccccc2C1=O)c1ccccc1[N+](=O)[O-] | -3% | 0.6 | 19% | 8% | 2% | i | -0.3% | 6% | 1%
CCOC(=O)C1C(C)N=C2SCC(=O)N2C1c1cccc(Br)c1 (stereo not given) | -5% | -0.4 | -6% | 0%[15.6 µM] | -5% | i | 4.9% | 14% | 14%
CCCCN1C=C(C(=O)OC)C(c2ccccc2Cl)C(C(=O)OC)=C1 | -12% | -2.1 | nt | 1% | 0% | nt | 3.4% | 5% | -4%
Cc1ccc(-n2ncc(C#N)c2/N=C/N(C)C)cc1 | -2% | -1.9 | -5% | 2% | -4% | i | -1.0% | -5% | -2%
Cc1cc2cc(C(c3nnnn3Cc3ccco3)N3CCCCC3)c(=O)[nH]c2cc1C (stereo not given) | 5% | -2.2 | -11% | -2% | 8% | i | 0.0% | -5% | 5%
Cc1nnc(SCc2ccc(C(=O)c3ccc(Cl)cc3)o2)n1-c1ccccc1 | -16% | 1.0 | 22% | 1% | ? | i | 6.4% | -35% | -13%
Cc1ccc(C(=O)NCCOc2cccc(C)c2)cc1 | 7% | -3.0 | 45%[activator] | 5% | ? | i | 3.0% | -22% | 0%
CC(=O)N(c1ccc(C(F)(F)F)cc1)S(=O)(=O)c1ccc(N2C(=O)CCC2=O)cc1 | -1% | -2.1 | -4% | -2% | -11% | i | -0.3% | 3% | -2%
COc1ccc(C(CNC(=O)Cc2cc(OC)c(OC)c(OC)c2)N2CCCC2)cc1 (stereo not given) | 19% | 0.8 | 2% | -6% | 2% | i | 0.8% | 1% | 32%[activator]
COCCCNC(=O)C(=O)NCCCOC(C)C | ? | 0.3 | -2% | 4% | ? | i | 0.0% | 5% | 7%
CCOC(=O)N1CCN(C(=O)C2CCN(S(=O)(=O)c3c(C)cc(C)cc3C)CC2)CC1 | 4% | -0.2 | 2% | 13% | 4% | i | -0.3% | -18% | -11%
CCOC(=O)Nc1c(C)n(C)n(-c2ccccc2)c1=O | 2% | -0.3 | 5% | 6% | 7% | i | -0.1% | -2% | -5%
Cc1nc2cccnc2n1-c1cccc(C(=O)NCCc2ccc(S(N)(=O)=O)cc2)c1 | 4% | nt | nt | nt | ? | nt | 3.0% | -2% | 7%
Cn1c(=O)c(C(=O)CSc2ccccc2)c(N)n(Cc2ccccc2)c1=O | 0% | -0.7 | -13% | 0% | -15% | i | 1.9% | 0% | -14%
CN(C)C=Nc1ccc2nc3c(cc2c1)[nH]c1ccccc13 | 1% | 1.2 | nt | 8% | 14% | i | 23% | -53% | ?
CCCCN(C)C(=O)Cn1nc(-c2ccc(Cl)cc2)ccc1=O | -4% | 0.1 | -17% | -6% | ? | i | -0.2% | -7% | 3%
COc1cc(C2C(C(C)=O)=C(O)C(=O)N2CCN2CCOCC2)ccc1O (stereo not given) | -8% | -0.4 | 7% | 23% | 4% | i | -1.5% | 4% | 18%
Cn1nccc1-c1ccc(C(=O)NCc2ccc(Cl)cc2)c2occc12 | nt | -0.5 | 45%[activator] | 19% | nt | i | 6.9% | -30% | 10%
O=C(CCCC(=O)NN=Cc1ccccc1Cl)NN=Cc1ccccc1Cl | -1% | 0.0 | -6% | -3% | ? | i | 0.3% | 5% | 0%
Cc1ccc2cccc(OCc3ccc(F)cc3)c2n1 | 10% | -1.3 | nt | 6% | -2% | i | 9.0% | -5% | -16%
COc1ccccc1C(=O)NCc1ccncc1 | 1% | -1.4 | 5% | -6% | -4% | i | -0.6% | -10% | -40%
CC(=O)COc1ccccc1OC(=O)c1ccco1 | -2% | -2.8 | 4% | 1% | 1% | i | 0.3% | -5% | -23%
Cc1nc(CC(C)C)cc(C(=O)N2CCCC(CNS(=O)(=O)c3cccs3)C2)n1 (stereo not given) | 6% | -0.5 | -26% | 7% | 8% | i | -0.1% | -8% | -5%
COc1ccc(N2CCN(C(CNC(=O)c3ccco3)c3ccco3)CC2)cc1 (stereo not given) | -11% | -4.6 | -3% | 9% | 18% | i | 0.5% | -14% | -8%
COc1ccc(N2CCN(C(c3cccs3)C(C)NC(=O)C(=O)N3CCCCC3)CC2)cc1 (stereo not given) | -1% | -2.6 | 1% | 2% | -11% | i | -0.1% | 18% | 8%
Cc1ccc(NC(=O)N2CCc3ccccc3C2)c(C)c1 | 1% | -2.3 | 29% | 7% | 1% | i | -0.9% | 0% | -30%
CCC(=O)N1c2ccccc2CC1C(=O)NCCN1CCN(c2cccc(C)c2C)CC1 (stereo not given) | -22% | nt | -5% | nt | nt | i | -0.3% | -11% | 7%
O=C1NC2(Nc3ccccc31)C(=O)Nc1ccc(Br)cc12 (stereo not given) | -3% | 1.4 | nt | 7% | 1% | i | -0.7% | 0% | -5%
COc1cc(/C=C2/C(=N)N3N=C(CC(=O)N4CCOCC4)SC3=NC2=O)ccc1OC(C)c1ccccc1 (stereo not given) | 2% | -0.3 | 10% | 7% | 19% | i | -0.2% | 7% | -3%
CCOC(=O)N1CN(C(=O)OCC)CN(C(=O)OCC)C1 | -3% | 0.0 | nt | 4% | -2% | i | 0.0% | 5% | 7%
CC(C)OCCCn1c(SCC(=O)c2ccccc2)nc2c(sc3ccccc32)c1=O | 1% | nt | -2% | nt | nt | i | 0.4% | -19% | -15%
CCc1nc2ccccc2c(C(=O)OCc2nnc(-c3ccccc3)o2)c1C | -5% | 0.0 | -1% | 18% | 5% | i | 0.4% | -59% | 4%
COc1ccc(C(=O)N/N=C(\C)CC(=O)N2CCN(C=O)CC2)cc1 | 9% | 0.8 | 16% | -14% | 13% | i | 3.4% | 4% | 11%
Cc1ccc(S(=O)(=O)NCCCNS(=O)(=O)c2ccc(C)cc2)cc1 | 0% | 0.1 | -8% | 2% | -22% | ? | -0.2% | 2% | ?
COc1ccc(OC)c(N(CC(=O)NCCSC2CCCCC2)S(=O)(=O)c2ccccc2)c1 | -1% | -1.4 | -1% | -4% | -13% | i | 0.3% | -47% | -21%
Cc1nc2sccn2c(=O)c1S(=O)(=O)N1CCN(c2cccc(Cl)c2)CC1 | 6% | -4.2 | -7% | 9% | -10% | i | -1.3% | -26% | -7%
O=C(N1CCCCC1)N1CCN(S(=O)(=O)c2ccccc2)CC1 | 3% | -1.8 | 2% | 4% | 3% | i | 0.0% | 26% | 2%
CC(C)(C)NC(=O)CN(Cc1cccs1)C(=O)CCN1CCc2ccccc21 | 0% | -2.0 | -5% | 7% | 0% | i | -0.3% | -20% | ?
O=C(CSCC(=O)N1CCOCC1)Nc1nc(-c2ccccc2)cs1 | 4% | -0.2 | 23% | 9% | ? | i | -0.1% | 18% | 2%
CN(C(=O)COc1ccccc1C(=O)NCc1ccccc1)C1CCS(=O)(=O)C1 (stereo not given) | 11% | -1.8 | -4% | 0% | 6% | i | -0.1% | -1% | 16%
CCOc1ccc(-c2nc(C)sc2CC(=O)O)cc1 | 1% | 0.8 | 0% | 6% | 5% | i | -0.5% | 14% | -19%
COC(=O)c1cc(C(=O)NCCN2C(=O)S/C(=C\c3cccs3)C2=O)cc([N+](=O)[O-])c1 | 7% | 0.8 | 20% | 2% | 4% | i | -0.7% | -1% | -4%
COc1ccc(C(=O)Nc2ccc(-c3n[nH]c(=S)o3)cc2)cc1OC | 1% | -0.2 | nt | 2% | 2% | i | 0.1% | 21% | 0%
Cc1ccc(/C=C/C(=O)OCC(=O)NCCN2C(=O)CSC2=O)cc1 | 4% | -0.5 | -14% | -15% | 2% | i | 4.6% | -25% | -7%
CCNc1ccc(C(=O)OCC(=O)N2CCCC2)cc1[N+](=O)[O-] | -15% | -1.8 | -6% | 1% | ? | ? | 0.9% | 3% | 2%
CC(=O)N1Cc2cc(N)ccc2Oc2ccccc21 | -7% | -3.3 | 12% | 3% | -2% | i | 2.2% | 3% | 0%
Cc1ccc(C(C)C)cc1S(=O)(=O)NC1CC(C)(C)NC(C)(C)C1 | 0% | -2.3 | -19% | -1% | 10% | ? | 2.2% | -40% | 6%
CCCc1nnc(SCC(=O)Nc2cc(C)on2)n1CCOC | 5% | -0.4 | -8% | 11% | 6% | i | -0.6% | -5% | -7%

Single records (already shown). Order of screens: A549 viability	IL-2 act	ATXN2 expr inh	EPAC2 agonist	Nrf2 block	S2 tox	Nrf2 ARE act	HepG2 tox	TGFb inhibitor
Cc1ccc(/C=C/C(=O)OCC(=O)NCCN2C(=O)CSC2=O)cc1 reads 4%	-0.5	-14%	-15%	2%	i	4.6%	-25%	-7%
O=C(CSCC(=O)N1CCOCC1)Nc1nc(-c2ccccc2)cs1 reads 4%	-0.2	23%	9%	?	i	-0.1%	18%	2%
Cc1nc2sccn2c(=O)c1S(=O)(=O)N1CCN(c2cccc(Cl)c2)CC1 reads 6%	-4.2	-7%	9%	-10%	i	-1.3%	-26%	-7%
CCCc1nnc(SCC(=O)Nc2cc(C)on2)n1CCOC reads 5%	-0.4	-8%	11%	6%	i	-0.6%	-5%	-7%
